# Source: PubChem BioAssay (several laboratories)
# Tat export inh = E. coli Tat export inhibitors, primary screen, MC4100, TorA-mCherry reporter, fluorescence, single point. inhibition, % at 10 µM. hit rate 0.036% among 340,000. AID 488895, 2010;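 active = mean replicate inhibition at least 50% and at least half of replicates individually reaching 50%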;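 note: exported cargo escapes ClpAP degradation while cytoplasmic cargo is degraded and loses fluorescence; 0% = median of neutral control wells and 100% = median of NaSCN control wells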
# HTR5A ag = HTR5A agonists in luminescence cell assay, primary screen, counter-screen for OPRM1-OPRD1 heterodimer agonist project, full-deck HTS. 5-hydroxytryptamine receptor 5A (Homo sapiens), P47898. hit rate 0.61% among 340,000. activation, % at 9.3 µM. cell-based; in the data active = activation mostly above about 9.5%, no sharp cut-off; inactive = mostly below about 7.6%;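 note: 0% = cells with vehicle only and 100% = reference agonist; strong numbers were not always called active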
# Target sequence (P47898 whole entry, looked up): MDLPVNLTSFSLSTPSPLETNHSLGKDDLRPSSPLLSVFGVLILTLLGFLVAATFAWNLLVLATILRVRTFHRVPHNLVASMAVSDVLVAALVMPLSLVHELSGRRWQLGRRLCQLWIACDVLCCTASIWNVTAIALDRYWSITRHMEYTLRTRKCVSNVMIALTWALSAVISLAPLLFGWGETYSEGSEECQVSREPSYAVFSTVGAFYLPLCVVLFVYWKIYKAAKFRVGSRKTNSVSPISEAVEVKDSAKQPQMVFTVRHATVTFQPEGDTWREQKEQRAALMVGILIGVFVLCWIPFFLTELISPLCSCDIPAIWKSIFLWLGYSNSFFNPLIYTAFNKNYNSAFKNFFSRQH
# PKA-R2B activ = activators of PKA-R2B holoenzyme, primary screen, biochemical, fluorescence polarization, Cy5-IP20, human. cAMP-dependent protein kinase catalytic subunit beta (Homo sapiens) + cAMP-dependent …. PKA-R2B holoenzyme dissociation; R2B truncated from residue 108, S112A mutant; 0% DMSO only, 100% 113 µM cGMP. activation, % at 11.4 µM. hit rate 0.079% among 340,000. AID 504700, 2011;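 active = activation above a cutoff set at the mean over all compounds plus 3 SD, cut at about 18% in these data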;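 note: higher means more holoenzyme dissociation and a rise in polarization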
# Target sequence (P31323 whole entry, looked up, other chains not shown, the tested form may be a part): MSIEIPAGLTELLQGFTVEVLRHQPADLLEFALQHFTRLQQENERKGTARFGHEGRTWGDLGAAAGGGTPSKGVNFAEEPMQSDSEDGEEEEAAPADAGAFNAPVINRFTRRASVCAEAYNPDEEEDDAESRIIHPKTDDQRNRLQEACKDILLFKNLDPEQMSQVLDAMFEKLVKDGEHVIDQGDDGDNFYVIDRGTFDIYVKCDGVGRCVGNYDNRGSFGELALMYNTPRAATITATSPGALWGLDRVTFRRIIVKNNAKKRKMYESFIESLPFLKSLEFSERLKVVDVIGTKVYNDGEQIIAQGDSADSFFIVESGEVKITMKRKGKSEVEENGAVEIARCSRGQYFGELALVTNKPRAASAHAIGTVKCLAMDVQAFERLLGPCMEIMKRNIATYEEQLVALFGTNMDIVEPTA
# AddAB inh = growth inhibition of E. coli expressing H. pylori AddAB, primary screen, AddAB inhibitor project, absorbance; inhibition, % at 11.9 µM; hit rate 0.29% among 330,000; in the data active = inhibition above about 12%;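 note: 0% = vehicle wells of infected cells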
# DAGLB inh = DAGLB lipase inhibitors, primary screen, biochemical, fluorescence, HTS; HEK293T DAGLB membrane lysate, EnzChek fluorogenic substrate; Diacylglycerol lipase-beta (Homo sapiens), Q8NCG7; inhibition, % at 5.17 µM; hit rate 0.059% among 340,000; in the data active = inhibition above about 34%;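 note: 0% = enzyme with vehicle and 100% = wells lacking enzyme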
# HTR5A inv ag = HTR5A inverse agonists in luminescence cell assay, primary screen, counter-screen for OPRM1-OPRD1 heterodimer inverse agonist project, full-deck HTS; hit rate 0.083% among 340,000; inhibition, % at 9.3 µM; HTR5A cell line, inverse agonism; in the data active = inhibition mostly above about 23%, no sharp cut-off; inactive = mostly below about 18%;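 note: 0% = cells with DMSO and 100% = no-cell wells with DMSO; some compounds called inactive have numbers as strong as hits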
# PKA-R1A act = activators of PKA-R1A holoenzyme, primary screen, biochemical, fluorescence polarization, Cy5-IP20, bovine R1A, mouse PKAc. hit rate 0.083% among 340,000. PKA-R1A dissociation; scaled: DMSO 0%, 113 µM cGMP 100%. activation, % at 11.4 µM. cAMP-dependent protein kinase type I-alpha regulatory subunit (Bos taurus) + …;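 active = percent activation above the mean of all tested compounds plus 3 SD, cut at about 19% in these data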;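 note: higher means more PKAc released from R1A so a rise in polarization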
# Ecoli viability = E. coli V3065 growth inhibition, primary screen, counter-screen for AddAB inhibitor project, absorbance, OD600 | 18 h | inhibition, % at 11.9 µM | hit rate 0.27% among 330,000 | AID 449728, 2010;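 active = inhibition above the campaign's mean inhibition across all tested compounds plus 3 SD, cut at about 9.9% in these data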;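 note: uninfected addAB+ strain grown without phage in ampicillin broth; 0% = DMSO wells and 100% = ciprofloxacin 0.95 µg/ml wells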
# Mot1-301 SUMO = yeast Mot1-301 growth rescue at high temperature, primary screen, SUMOylation pathway inhibitor project, S. cerevisiae, ATP luminescence, 38.5C; S. cerevisiae Mot1-301 growth rescue; percent above DMSO median, 100 means doubled; growth rescue, % at 18.8 µM; hit rate 1% among 320,000;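 active = every valid replicate shows activation above 250% relative to neutral control wells; inactive = the rest, any valid replicate at or below 250%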;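 note: OY570 slx delta 5 strain wells were the positive control but not used for scaling; some compounds called inactive have numbers as strong as hits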
# phage Ecoli inh = growth loss of phage-infected E. coli, primary screen, RecBCD inhibitor project, absorbance, with phage, HTS; inhibition, % at 11.9 µM; hit rate 0.26% among 360,000; in the data active = inhibition above about 11%
# CDK5 inh = inhibitors of human CDK5/p35 kinase, primary screen, biochemical, single concentration. hit rate 0.01% among 330,000. inhibition, % at 10 µM. Cyclin-dependent kinase 5 (Homo sapiens) + Cyclin-dependent kinase 5 activator 1 (Homo …. Recombinant CDK5/p35, ADP-Glo luminescence, 60 min;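 active = highest replicate inhibition of at least 50% and at least 75% of replicates reaching 50%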;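 note: plate controls were DMSO neutral control for no effect and GW8510 at 10 µM for full effect; many of its hits are not listed in these tables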
# * marks the source's active call; other numbers are inactive results; x = no result given.
SMILES,Tat export inh,HTR5A ag,PKA-R2B activ,AddAB inh,DAGLB inh,HTR5A inv ag,PKA-R1A act,Ecoli viability,Mot1-301 SUMO,phage Ecoli inh,CDK5 inh
COc1cc(CC(CC(=O)c2ccc3c(c2)OCO3)C(=O)O)cc(OC)c1OC (stereo unspecified),-8,-2,-15,x,0,8,-7,x,x,3.2,1.1
CCOc1ccc(OCC)c(NC(=O)C(NS(=O)(=O)c2ccc3c(c2)oc(=O)n3C)C(C)C)c1 (stereo unspecified),-10,4,0,0.3,0,17,-4,-0.8,13,0.2,3.4
Cc1c(Cl)cccc1NC(=O)c1cc(-c2ccccc2O)n[nH]1,10,14,0,8.8,2,-39,-9,5.4,8,3.7,-0.4
Cc1ccc(S(=O)(=O)CCC(=O)OCC(=O)NC2CCS(=O)(=O)C2)cc1 (stereo unspecified),-7,3,11,3.3,-6,-7,2,-0.2,22,4.9,0.4
Cc1ccc(C(=O)OCC(=O)NC2CC2)s1,0,-3,-4,-2.7,-1,9,5,1.7,-5,1.8,-0.2
COc1ccc(N2CCN(C(=O)CNC(=O)c3ccc(Br)o3)CC2)cc1,-4,6,8,0.9,1,9,3,-0.7,12,-0.9,0.5
COc1cccc(CNC(=O)CN(C)S(=O)(=O)c2ccc(Br)s2)c1,4,0,-4,1.9,-1,0,-6,2.7,-11,-0.8,-2.9
Cc1nc(SCC(=O)NC(C)(C#N)C2CC2)c2c(-c3cccs3)csc2n1 (stereo unspecified),-7,1,2,1.5,-3,24,-11,2.1,x,4.4,-0.7
O=C(C1CCN(S(=O)(=O)c2cccc3nsnc23)CC1)N1CCc2ccccc21,-8,5,-5,1.7,-1,-42,-8,1.4,6,1.1,0.0
CCc1ccc(CN(C)CC(=O)Nc2ccc3c(c2)CCC3)cc1,-3,4,-1,0.6,-20,13,-8,1.5,10,4.5,-2.3
Cc1nn(CCc2nn[nH]n2)c2nc(C(F)(F)F)cc(C(F)(F)F)c12,0,-1,5,-2.1,-1,4,-2,0.2,-2,1.3,1.2
COCCNc1ccnc2c(Cl)cccc12,-1,0,-6,4.9,1,0,-1,3.7,9,2.3,0.1

# As a short view, eight of the compounds above:
SMILES,Tat export inh,HTR5A ag,PKA-R2B activ,AddAB inh,DAGLB inh,HTR5A inv ag,PKA-R1A act,Ecoli viability,Mot1-301 SUMO,phage Ecoli inh,CDK5 inh
Cc1ccc(C(=O)OCC(=O)NC2CC2)s1,0,-3,-4,-2.7,-1,9,5,1.7,-5,1.8,-0.2
COc1ccc(N2CCN(C(=O)CNC(=O)c3ccc(Br)o3)CC2)cc1,-4,6,8,0.9,1,9,3,-0.7,12,-0.9,0.5
COc1cccc(CNC(=O)CN(C)S(=O)(=O)c2ccc(Br)s2)c1,4,0,-4,1.9,-1,0,-6,2.7,-11,-0.8,-2.9
Cc1nc(SCC(=O)NC(C)(C#N)C2CC2)c2c(-c3cccs3)csc2n1 (stereo unspecified),-7,1,2,1.5,-3,24,-11,2.1,x,4.4,-0.7
O=C(C1CCN(S(=O)(=O)c2cccc3nsnc23)CC1)N1CCc2ccccc21,-8,5,-5,1.7,-1,-42,-8,1.4,6,1.1,0.0
CCc1ccc(CN(C)CC(=O)Nc2ccc3c(c2)CCC3)cc1,-3,4,-1,0.6,-20,13,-8,1.5,10,4.5,-2.3
Cc1nn(CCc2nn[nH]n2)c2nc(C(F)(F)F)cc(C(F)(F)F)c12,0,-1,5,-2.1,-1,4,-2,0.2,-2,1.3,1.2
COCCNc1ccnc2c(Cl)cccc12,-1,0,-6,4.9,1,0,-1,3.7,9,2.3,0.1

# (list continues)
SMILES,Tat export inh,HTR5A ag,PKA-R2B activ,AddAB inh,DAGLB inh,HTR5A inv ag,PKA-R1A act,Ecoli viability,Mot1-301 SUMO,phage Ecoli inh,CDK5 inh
O=[N+]([O-])c1ccc(-c2nc(NCC3CCCO3)c3ccccc3n2)cc1 (stereo unspecified),0,0,3,0.5,-4,6,-3,-1.0,30,0.9,-1.7
COc1ccc(CC(=O)N/N=C/c2cc(Br)cs2)cc1OC,1,1,1,3.3,2,-3,-3,3.0,103,-0.1,0.5
Cc1nn(-c2ccccc2)c(Cl)c1C(=O)N(C)CC(=O)Nc1cccc(F)c1,5,0,-4,-0.1,1,-1,-1,2.1,137,4.9,0.6
COc1ccc2c(c1)-c1nc(/N=C/c3c(O)ccc4ccccc34)sc1CC2,-10,-2,-5,x,4,-5,7,x,x,3.8,3.2
NS(=O)(=O)c1ccc(CCNC(=O)c2ccccc2Cc2ccccc2)cc1,7,2,-4,1.6,0,0,14,1.4,149,-0.1,-0.3
CCCc1cc(C(=O)N2CCCC(Nc3ccc(C)c(C)c3)C2)n(C)n1 (stereo unspecified),-3,5,-8,2.2,2,-2,-6,1.3,-5,1.2,-1.5
C/C(=N\OCC(=O)Nc1c(C)cc(C)cc1C)c1ccc2c(c1)OCCO2,4,3,-14,1.6,-4,-2,5,-2.1,-7,2.0,-0.7
N#Cc1ccc(-c2ccc(F)cc2)nc1Sc1ccccc1,2,5,4,-1.2,-2,-8,2,-0.6,245,3.4,-3.3
Cc1nc2cc(NC(=O)N3CCC(c4ccccc4)C3)ccc2n1C (stereo unspecified),-1,1,-10,-0.4,0,-4,-5,-0.7,5,2.8,-0.1
COc1ccc(CCC(=O)NCc2ccco2)cc1,0,2,-3,1.6,-4,-18,2,-2.4,-6,-1.1,-1.3
CN(c1ccccc1C(=O)N1CCN(c2ccccc2F)CC1)S(=O)(=O)c1ccccc1,6,1,-11,x,3,-12,1,x,12,3.0,1.0
CCN(CC(=O)Nc1c(F)cccc1F)C(=O)CNC(=O)c1ccc(Br)o1,10,3,-6,-1.5,-1,-17,-5,-1.6,9,3.5,-0.3
Cc1c(C(=O)CN2CCCC(C)(C)C2)c2ccccc2n1C,-9,-2,4,-1.6,-2,8,-1,-0.9,-1,4.0,-1.4
CCOc1ccc(/C=C/C(=O)Nc2ccc(C(N)=O)cc2)cc1OC,-1,-2,6,-1.6,-2,4,8,-1.3,6,2.1,0.7
O=S(=O)(c1ccc(Oc2ccccc2)cc1)N1CCOCC1,-3,2,-3,2.0,-2,16,-5,-2.0,-7,3.5,0.8
CCc1cc(C(=O)Cc2ccccn2)c(O)cc1O,5,7,3,-1.7,-3,-27,-6,-2.2,-21,3.3,0.5
c1ccc(-c2nn3nnnc3c3ccccc23)cc1,-3,-5,5,0.5,-3,-7,11,-0.8,14,2.7,3.6
Cc1cc(C)cc(NC(=O)N2CCc3ccccc3C2)c1,-3,3,-2,x,-1,11,-1,x,-23,-1.6,-1.7
COc1cccc(-c2nnc(-c3ccco3)o2)c1,-2,6,-13,2.0,-4,-14,-5,2.6,144,2.8,1.1
CCCCn1c(N)c(N(CCOC)C(=O)CN2c3ccccc3CC2C)c(=O)[nH]c1=O (stereo unspecified),-4,2,5,-3.5,3,-6,-6,-1.9,-17,1.2,-0.7
Cc1ccc(OCc2cc(C(=O)N3CCc4sccc4C3)no2)cc1C,4,2,3,x,-7,5,-2,x,19,0.2,-0.4
CCCCn1c(N)c(N(CC)C(=O)COc2ccc(C#N)cc2)c(=O)[nH]c1=O,-5,3,12,0.6,-2,-10,0,-1.2,-8,2.5,-0.4
COc1ccccc1-c1cc(C(=O)NC(C)c2ccccc2)no1 (stereo unspecified),3,6,-16,2.6,-12,-17,-8,-1.4,174,2.4,-3.7
COc1ccc(S(=O)(=O)Nc2cc(C)c(O)cc2C(C)C)cc1,-6,2,2,4.5,-1,-16,-1,0.6,13,1.0,1.1
O=c1[nH]c(=O)n(Cc2ccco2)c2c1C(C(F)(F)F)(C(F)(F)F)N=C(Cc1ccccc1)N2,-3,-2,4,-0.3,3,7,-3,-1.2,8,3.1,-0.5
COc1ccnc(N=CNOCc2ccc(C)cc2)c1C#N,4,8,-2,4.8,-9,7,-6,1.1,0,3.6,-0.1
CCCCOC(=O)c1ccc(NC(=O)COC(=O)CSc2nc(C)cc(C)n2)cc1,14,-1,-2,1.4,1,-5,-7,-1.3,4,1.8,-2.5
O=C(COC(=O)C1(c2ccccc2F)CCCC1)N1CCOCC1,1,3,-10,2.1,-2,15,-3,1.3,-2,2.3,1.5
CCCCN(C)Cc1c(O)ccc2c(-c3ccccc3)cc(=O)oc12,-8,2,-2,3.5,-1,6,3,1.1,22,3.5,-1.2
O=[N+]([O-])c1ccc2nonc2c1Nc1cccc(F)c1,6,2,4,0.8,6,-6,-8,2.3,6,-1.2,-1.0
CCOC(=O)C1=C(CS(=O)(=O)c2ccc(C)cc2)NC(=O)NC1c1cc(OC)c(OC)c(OC)c1 (stereo unspecified),3,-3,-16,3.6,-1,8,0,1.8,191,0.1,-0.4
Cc1ccc(S(=O)(=O)N2CCOC23CCN(C(=O)c2ccc(Cl)cc2Cl)CC3)cc1,1,2,-4,-0.4,-1,-9,-3,2.1,16,3.2,-1.1
O=C(COC(=O)c1cc(=O)[nH]c2ccccc12)NC1CCCC1,4,x,x,0.7,x,x,x,-0.7,447,3.6,0.7
C/C(CC(=O)Nc1cccc(Cl)c1Cl)=N\NC(=O)c1ccccc1Br,-6,-1,0,1.9,1,3,-6,2.4,-19,1.4,-10
CCOC(=O)c1sc(NC(=O)c2c(C)nn(Cc3ccccc3)c2C)cc1C,1,-5,-7,1.8,-3,-3,-3,0.6,-11,1.0,0.4
COc1ccc(CNCC(=O)Nc2cc(OC)cc(OC)c2)cc1,6,0,7,-0.4,-3,0,-8,1.3,3,4.4,0.5
O=C(Nc1ccc(Cl)c(C(F)(F)F)c1)C(=O)N1CCCCC1,-2,-2,-8,1.3,-6,1,-1,0.1,-8,4.9,3.4
COc1ccc2nc(C)cc(N3CCC(C(N)=O)CC3)c2c1,-2,3,6,1.9,1,-8,-7,1.1,0,1.9,-3.3
CN1C(=O)CC(P(=O)(c2ccccc2)c2ccccc2)N(C)C1=O (stereo unspecified),5,-1,5,2.8,1,3,-3,-1.8,1,0.8,-1.3
COC(=O)C1=C(N)Oc2cc(C)n(CCc3ccccc3)c(=O)c2C1c1cccnc1 (stereo unspecified),-5,2,-6,2.9,-2,-6,5,-1.2,-1,1.3,1.2
CCOC(=O)C(NC(=O)c1cccc(Cl)c1)(OCc1ccccc1)C(F)(F)F (stereo unspecified),-4,7,-3,0.2,-6,-7,-3,1.1,7,4.3,-0.5
NC(=O)c1ccc(NC(=O)CN2CCN(c3ccccc3)CC2)cc1,2,-2,-1,0.3,2,9,3,-0.6,-4,0.3,-0.3
